PREPL inh: inhibitors of human prolyl oligopeptidase-like enzyme PREPL; Q4J6C6; recombinant PREPL, fluorescence polarization activity-based probe; inhibition, % at 5.96 µM; actives 0.68% (n = 320,000); in the data active means inhibition above about 43%;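 further: 0% = enzyme with DMSO and 100% = wells lacking enzyme; many of its hits are not listed in these tables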
LYPLA1 counter: counter-screen for PME1 inhibitors: inhibitors of human LYPLA1 | recombinant LYPLA1, FP-Rh probe fluorescence polarization | actives 0.16% (n = 320,000) | inhibition, % at 5.9 µM | O75608;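 active means inhibition above the mean of all tested compounds plus 3 SD, set per campaign, cut at about 14% in these data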;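 further: inhibitors block serine hydrolase probe labeling of LYPLA1 so polarization falls; 0% = enzyme with DMSO and 100% = wells lacking LYPLA1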
Target sequence (O75608 whole entry, looked up): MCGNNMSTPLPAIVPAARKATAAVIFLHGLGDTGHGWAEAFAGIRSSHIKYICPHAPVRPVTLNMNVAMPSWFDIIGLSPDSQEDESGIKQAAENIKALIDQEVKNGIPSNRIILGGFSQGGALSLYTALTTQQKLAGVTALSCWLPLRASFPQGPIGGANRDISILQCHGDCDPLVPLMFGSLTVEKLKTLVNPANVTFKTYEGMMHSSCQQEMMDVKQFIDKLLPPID
PAFAH1B3 inh: inhibitors of human PAFAH1B3 | Q15102 | actives 0.28% (n = 340,000) | AID 492972 | recombinant PAFAH1B3, FP-rhodamine probe, fluorescence polarization | inhibition, % at 3.39 µM;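 active means inhibition above the screen-wide average of all tested compounds plus 3 SD, cut at about 25% in these data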;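 further: 0% = enzyme with DMSO only and 100% = wells lacking PAFAH1B3 protein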
Target sequence (Q15102 whole entry, looked up): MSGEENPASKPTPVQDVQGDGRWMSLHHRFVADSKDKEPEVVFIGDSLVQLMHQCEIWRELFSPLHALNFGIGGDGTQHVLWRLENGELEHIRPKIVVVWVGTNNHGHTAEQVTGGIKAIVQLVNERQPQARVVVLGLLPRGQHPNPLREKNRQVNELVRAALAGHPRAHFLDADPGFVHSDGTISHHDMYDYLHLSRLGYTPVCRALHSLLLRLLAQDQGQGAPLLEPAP
pPAFAH inh: inhibitors of human plasma PAF acetylhydrolase (pPAFAH); Q13093; recombinant pPAFAH, FP-rhodamine probe fluorescence polarization; inhibition, % at 3.39 µM; actives 1.5% (n = 330,000);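 active means inhibition above the mean inhibition across the screen plus 3 SD, cut at about 25% in these data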;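 further: inhibitors block binding of the rhodamine activity-based probe so polarization drops; 0% = enzyme with DMSO and 100% = wells lacking pPAFAH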
Target sequence (Q13093 whole entry, looked up): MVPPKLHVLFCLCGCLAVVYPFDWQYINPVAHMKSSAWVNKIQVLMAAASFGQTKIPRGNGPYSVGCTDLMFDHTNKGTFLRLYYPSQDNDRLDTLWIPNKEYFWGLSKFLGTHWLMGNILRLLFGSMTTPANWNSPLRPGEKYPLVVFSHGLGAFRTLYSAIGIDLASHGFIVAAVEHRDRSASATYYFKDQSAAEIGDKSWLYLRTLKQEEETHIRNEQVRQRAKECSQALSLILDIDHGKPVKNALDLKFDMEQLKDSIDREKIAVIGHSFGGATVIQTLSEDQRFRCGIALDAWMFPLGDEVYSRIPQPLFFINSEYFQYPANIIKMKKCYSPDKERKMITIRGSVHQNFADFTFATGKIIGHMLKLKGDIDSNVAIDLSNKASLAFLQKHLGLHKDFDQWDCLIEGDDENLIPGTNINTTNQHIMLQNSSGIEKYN
ZTA counter: counter-screen for EBNA-1 inhibitors: inhibitors of Epstein-Barr virus ZTA; actives 0.15% (n = 320,000); inhibition, % at 11 µM; ZTA-DNA binding, fluorescence polarization; P03206; in the data active means inhibition above about 33%
LYPLA2 counter: counter-screen for PME1 inhibitors: inhibitors of human LYPLA2; AID 2177; recombinant LYPLA2, FP-Rh probe fluorescence polarization; inhibition, % at 5.9 µM; actives 0.38% (n = 320,000);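 active means inhibition above the screen-wide mean plus 3 SD, limit set per campaign, cut at about 26% in these data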;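 further: 0% = LYPLA2 with DMSO and 100% = wells lacking LYPLA2 enzyme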
PAFAH2 FP inh: PAFAH2 (human) inhibition; Q99487; recombinant PAFAH2, FP-rhodamine activity probe, fluorescence polarization; inhibition, % at 3.39 µM; actives 0.99% (n = 340,000);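 active means inhibition above the mean over all tested compounds plus 3 SD, cut at about 30% in these data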;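 further: inhibitors block probe labeling of enzyme so polarization drops; 0% = enzyme with DMSO and 100% = wells lacking PAFAH2 protein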
PAFAH1B2 inh: inhibitors of human PAFAH1B2. recombinant PAFAH1B2, FP-rhodamine activity probe, fluorescence polarization. AID 492953. inhibition, % at 3.39 µM. P68402. actives 1.2% (n = 340,000);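 active means inhibition above the mean of all tested compounds plus 3 SD, cut at about 24% in these data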;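 further: 0% = enzyme with DMSO and 100% = wells lacking PAFAH1B2; many of its hits are not listed in these tables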
EBNA-1 inh: blocks EBNA-1 binding to DNA. EBNA-1 DNA binding, fluorescence polarization. actives 0.34% (n = 300,000). inhibition, % at 14.8 µM; in the data active means inhibition above about 28%
Active calls of the source: *; · = no result given. A portion of the library. The share of hits here may be higher or lower than overall.

canonical_smiles	PREPL inh	LYPLA1 counter	PAFAH1B3 inh	pPAFAH inh	ZTA counter	LYPLA2 counter	PAFAH2 FP inh	PAFAH1B2 inh	EBNA-1 inh
CCOC(=O)N1CCc2c(sc(NC(=O)Cc3ccccc3)c2C(=O)c2ccc(OC)cc2)C1	-1	0	-2	4	-8	3	-3	5	-6
Cc1cc(C)n(-c2ccc(NC(=O)C3CCN(Cc4cc(C)c(C)o4)CC3)cc2)n1	3	-4	-7	2	-9	5	-4	-4	4
COC(=O)c1ccc(CSc2n[nH]c(-c3ccccc3)n2)o1	10	-3	1	-5	-17	2	-4	7	-2
Nc1cc(N)nc(SCC(=O)Nc2ccccc2)n1	13	-2	0	2	-5	0	4	3	-4
O=C1N(CC(=O)N2CCc3ccccc32)CCN1Cc1ccc(Cl)cc1	-3	-1	-1	-2	18	-1	2	1	6
CCOCc1c(C(=O)Nc2cc(OCC)c(N3CCOCC3)cc2OCC)oc2ccccc12	0	4	-1	9	12	-3	10	1	10
CCS(=O)(=O)N1CCCC(C(=O)c2ccc(OC)cc2C)C1 (stereo unspecified)	-5	2	0	3	21	4	5	5	9
COc1ccc(CCNc2cc(N3CCN(C(=O)c4ccccc4OC)CC3)ccc2[N+](=O)[O-])cc1OC	7	-3	-3	-1	-12	3	4	4	-4
COc1ccc(NC(=O)COc2coc(CN3CCCc4ccccc43)cc2=O)cc1	17	2	0	2	-12	0	-2	-3	7
CCN(CC)CCOC(=O)C(Cc1cccc2ccccc12)CC1CCCO1 (stereo unspecified)	38	1	7	0	6	8	3	-7	9
Fc1ccc(OCc2cc(-c3ccccc3)no2)cc1	0	-4	1	0	-16	5	-3	4	7
O=C(COC(=O)c1c[nH]c(=O)[nH]c1=O)Nc1ccccc1F	1	-1	1	-7	8	-6	2	2	-17
Cc1cc(C(F)(F)F)c(C#N)c(Sc2ccccc2)n1	5	0	3	1	-5	0	-6	-5	-7
CCn1nc(C)c(NS(=O)(=O)c2ccccc2)c1C	7	0	2	1	-13	2	2	1	6
CCCS(=O)(=O)Nc1c(C(=O)OC)[nH]c2ccccc12	5	0	3	2	-8	0	0	2	0
Cc1cc(NO)nc(-c2ccc(Br)cc2)n1	3	-2	3	-1	4	-6	3	2	8
CCOc1ccc(-c2[nH]nc3c2C(c2cccnc2)C(C#N)=C(N)O3)cc1 (stereo unspecified)	13	4	-6	1	7	1	2	0	3
O=C(Cn1nc(C(=O)O)c2ccccc2c1=O)Nc1cccc(Br)c1	-26	-1	9	-7	-9	-1	3	3	5
O=C(N/N=C\c1c(O)ccc2ccccc12)c1ccc(Cn2cccn2)o1	12	-11	3	11	13	-2	4	0	-5
Cc1ccc(SCC(=O)N/N=C/c2ccco2)cc1	-10	1	9	8	-19	2	3	10	-16
CCOc1ccccc1Oc1coc2cc(OC)ccc2c1=O	6	-1	2	7	3	7	-3	4	3
CC(NC(=O)c1ccc([N+](=O)[O-])cc1[N+](=O)[O-])c1ccc(-c2ccccc2)cc1 (stereo unspecified)	0	0	-7	6	12	0	6	-3	-3
CCOc1ccc(N(CC(=O)Nc2ccc(C)c(F)c2)C2=NC3CS(=O)(=O)CC3S2)cc1 (stereo unspecified)	-5	1	10	6	9	3	0	4	0
CC(=O)N(CCN(C)C)c1nc2cc3c(cc2s1)OCCO3	13	0	3	4	4	6	1	0	-6
C=CC1C(OC2OC(CO)C(O)C(O)C2O)OC=C(C(=O)OC)C1CC1CC(=O)CC(CC(=O)CCc2ccc(O)cc2)O1 (stereo unspecified)	-3	0	-1	5	6	2	2	-2	-2
O=C(Nc1ccccc1)OC1CCS(=O)(=O)C1 (stereo unspecified)	-3	6	11	-3	-10	4	5	1	-9
O=C(Cc1ccc(S(=O)(=O)N2CCCCC2)s1)Nc1ccc(F)cc1F	-5	-6	4	5	-6	-2	4	2	13
C/C(=N/NC(=O)c1cccc(N2CCCC2=O)c1)c1ccc(Br)cc1	-1	1	5	6	3	-4	4	10	2
Cc1cc(C)cc(-n2c(SCC(=O)NCc3ccc4c(c3)OCO4)nc3ccccc3c2=O)c1	5	-1	-12	3	-6	-8	-6	-5	5
CSc1nc(C=Nc2ccccc2Cl)c(O)n1Cc1cccc(Cl)c1	-1	0	6	-3	2	1	1	4	3
COc1ccc(C2Nc3ccc4ccccc4c3-c3c2c(=O)oc2ccccc32)cc1 (stereo unspecified)	9	-9	-27	-3	9	-18	-44	-17	21
CCN(CC)S(=O)(=O)c1ccc(NC2c3ccccc3C(=O)N2Cc2ccc3c(c2)OCO3)cc1 (stereo unspecified)	-6	3	9	1	6	-1	-1	3	0
COc1cc([N+](=O)[O-])c2ncsc2c1	-4	3	3	4	10	-2	-14	-7	3
O=C1C2CCCN2C(=O)N1CCCCN1CCN(c2ccc(F)cc2)CC1 (stereo unspecified)	4	-1	2	16	-9	1	-3	3	0
CCOC(=O)C1CCN(C(=O)c2cccc(S(=O)(=O)N(CC)c3ccccc3)c2)CC1	-1	-5	10	3	-2	-14	-5	0	·
CC(=C/c1ccccc1)/C=N/Nc1nc(N2CCCCC2)nc(N2CCCCC2)n1	-5	-4	4	6	-5	1	1	0	8
O=C(NC1CCN(C(=O)Nc2cccc(Cl)c2)CC1)C1CCCCC1	1	1	1	-9	0	-1	-11	0	-10
CCN(CC)S(=O)(=O)c1ccc(NC2=NS(=O)(=O)c3ccccc32)cc1	-1	-18	0	-13	-2	-21	-7	-10	4
CC(=O)c1ccc(NC(=S)NCc2ccc(Cl)cc2Cl)cc1	-26	-18	3	-4	8	-19	-22	4	-14
Cc1occc(=O)c1OC(=O)Nc1ccc(Cl)c(Cl)c1	-5	-68	-113	-52	7	-109	-101	-52	4
O=C(NCc1cccnc1)c1ccc(N2CCOCC2)c([N+](=O)[O-])c1	-1	-1	-1	6	2	-3	4	5	-6
O=C1c2cccc3c(O)ccc(c23)C(=O)N1c1ccc(Cl)cc1	29	20*	27*	28*	-13	33*	42*	17	-9
CCN(CC)c1ccc(S(=O)(=O)N2CCOCC2)cc1NC(=O)COC(=O)COc1ccccc1C	16	-1	-1	3	5	-1	1	-8	-3
COCCCNC(=O)c1c(NC(=O)c2cccs2)sc2c1CCCC2	44*	-8	3	7	3	-8	-1	5	-3
CCCP(=O)(CCC)CCP(=O)(c1ccccc1)c1ccccc1	-5	6	5	7	-6	3	-7	5	4
COc1ccc(NC(=O)COc2ccccc2Cc2ccccc2)cc1S(N)(=O)=O	-18	-2	7	6	7	-1	4	9	2
CC(C)(C)c1ccc(/C=C2/SC(N3CCCC3)=NC2=O)cc1	7	-3	·	11	18	-9	·	·	10
Cc1ccc2nc(N/C(=N/S(=O)(=O)c3cccs3)c3ccccc3Cl)sc2c1	8	4	9	9	14	10	24	4	6
COc1ccc(N(CC(=O)N2CCN(c3ccc(F)cc3)CC2)S(=O)(=O)c2c(C)noc2C)cc1	-31	-1	9	0	-4	10	-9	5	-3
COc1ccc(OC)c(-c2cc(C(=O)Nc3c(C)n(C)n(-c4ccccc4)c3=O)no2)c1	-4	0	3	8	-5	3	5	4	3
Cc1ccc(O)c(C2=NNC(O)(C(F)(F)F)C2)c1 (stereo unspecified)	-11	-1	9	20	17	1	-2	0	-9
CCN(CC)CCCN(C(=O)c1ccco1)c1nc(-c2ccc(C)cc2)cs1	-46	-1	1	1	15	-3	1	1	-8
CCN(CC)C(=O)Nc1cnc2ccccc2c1	7	2	-4	0	-1	2	-1	1	-2
Cc1c(NC(=O)C(C)Sc2nc(N)cc(=O)[nH]2)c(=O)n(-c2ccccc2)n1C (stereo unspecified)	1	3	5	2	-1	4	-1	6	·
Cc1ccc(N(C(=O)c2csnn2)C(C(=O)NC2CCCCC2)c2ccco2)cc1 (stereo unspecified)	7	2	5	2	-4	6	2	4	-5
CC(=O)OCC(=O)N1CCN(c2ccc([N+](=O)[O-])cc2)CC1	7	-1	3	0	-3	5	-9	1	3
O=C(CS(=O)(=O)c1cn(CC(=O)N2CCOCC2)c2ccccc12)NCc1ccc(F)cc1	2	0	3	5	-2	7	0	3	0
CC(C)Oc1cccc(C(=O)C2CCCN(C(=O)c3ccccn3)C2)c1 (stereo unspecified)	0	2	1	7	3	7	5	6	1
CCN(C(=O)COc1cccnc1[N+](=O)[O-])C1CCS(=O)(=O)C1 (stereo unspecified)	2	0	0	1	-7	5	4	4	10
O=C(NN1CCOCC1)c1cc(S(=O)(=O)Nc2cccc(C(F)(F)F)c2)ccc1Cl	-2	0	12	1	8	2	1	-2	0

The results go on.
canonical_smiles	PREPL inh	LYPLA1 counter	PAFAH1B3 inh	pPAFAH inh	ZTA counter	LYPLA2 counter	PAFAH2 FP inh	PAFAH1B2 inh	EBNA-1 inh
O=C1CS/C(=N\C(=O)N2c3ccccc3Sc3ccccc32)N1	3	1	-1	26*	-8	3	-5	25*	-6
CCCn1c(=O)c2ccccc2n2c(SCC(N)=O)nnc12	3	2	2	4	3	2	-4	3	-4
COc1ccccc1N1C(=O)C2C(C(=O)c3ccccc3)=NN(c3ccccc3)C2C1=O (stereo unspecified)	-6	2	-1	5	-10	3	4	11	6
Cc1ccc2[nH]c3c(=O)n(CC(=O)N4CCN(C)CC4)ncc3c2c1	-3	-2	6	3	4	-1	11	3	-3
Cc1cc(NC(=O)CN(C)CC(=O)Nc2ccc(F)c(F)c2F)no1	16	0	0	0	-13	10	5	4	·
Nc1nncn1C(=O)c1cc(Br)ccc1Cl	-8	2	-4	-1	5	6	-3	6	4
COc1cc(C2=NOC(C(=O)N3CCN(c4ccc(F)cc4)CC3)C2)cc(OC)c1OC (stereo unspecified)	36	1	11	-6	0	5	2	0	-7
Cc1ccc(CSC2=NCCN2C(=O)c2ccc([N+](=O)[O-])cc2)cc1	2	1	-1	-5	-14	2	-2	4	-6
COc1ccc(CCC(=O)NCCc2nc3ccccc3[nH]2)cc1	0	1	12	1	0	-1	-2	2	0
O=C(CC(Nc1ccccc1Cl)C(=O)O)c1ccccc1 (stereo unspecified)	5	3	4	2	6	-4	10	10	-5
COc1ccc2c(c1)/C(=N/N1C(=O)c3ccccc3C1=O)C(=O)N2	8	0	·	3	18	-3	·	·	-1
Cc1[nH]nc2nc(SCC(=O)NC3CCCCC3)n(-c3ccc(Br)cc3)c(=N)c12	-19	-2	3	1	0	-2	6	2	5
O=C(NCCCN1CCCC1=O)C(=O)NCC1OCCN1S(=O)(=O)c1ccc(Br)cc1 (stereo unspecified)	-6	-1	1	1	7	1	-2	2	16
CC1Sc2ccc(S(=O)(=O)CCC(=O)N(C)Cc3ccco3)cc2NC1=O (stereo unspecified)	6	2	8	3	-21	4	4	4	-3
CCC(=O)Nc1ccc2nc(SCC(=O)N3CCOCC3)sc2c1	-3	0	6	5	4	3	-3	0	-3
O=C(O)CC(CC(=O)Nc1ccc(C(=O)O)cc1)c1ccccc1 (stereo unspecified)	-2	-2	2	2	10	-3	-2	3	0
COc1ccc2ccc(O)c(CN3CCN(S(=O)(=O)c4cc([N+](=O)[O-])ccc4C)CC3)c2c1	8	-2	3	9	-10	-1	-2	-2	·
COc1cccc(C(=O)OCCN2CCOCC2)c1	-4	1	5	6	3	-1	-10	5	8

High-throughput results deposited in PubChem by The Scripps Research Institute Molecular Screening Center.
